Source: PubChem
GAA glycogen: alters human alpha-glucosidase cleavage of glycogen. P10253. recombinant GAA, glycogen substrate, Amplex Red glucose oxidase fluorescence. Potency, µM (doses to about 76.4 µM), for the others: top-dose activity change, negative = inhibition, most hits filed as inhibitors. hit rate 0.38% among 300,000;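 further: 0% = full enzyme reaction and -100% = no-enzyme basal signal; the screen sought inhibitors and activators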
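qHTS, 1536-well; enzyme 4 nM final; cpd up to 77 uM; substrate bovine liver glycogen 30 ug; 50 mM citrate/phosphate pH 5.0, 0.01% Tween-20; 37 C, 40 min; Amplex Red detection 45 min RT; Hill fit → AC50.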
GAA inhib: alpha-glucosidase (human) inhibition. purified human GAA, 4-MU-alpha-glucoside fluorescence. P10253. AID 1466. hit rate 0.005% among 200,000. Potency, µM (titrated, usually from 76.9 µM), for inactives: at the top dose activity change, negative = inhibition, usual class: inhibitors;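 further: plate controls were uninhibited enzyme wells for no effect and no-enzyme background for full effect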
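qHTS format, compound range up to 77 uM. Human lysosomal enzyme at 4 nM, 400 uM 4-MU glucoside substrate, pH 5.0, 20 min room temperature; fluorescence after alkaline stop gives activity normalized to controls.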
Tau ThT inhib: blocks human tau fibril formation measured by thioflavin T; recombinant tau K18 P301L, heparin-induced fibrillization, ThT fluorescence; Potency, µM (top dose mostly 57.4 µM), inactives show top-dose activity, negative = inhibition, most hits filed as inhibitors; hit rate 2.1% among 270,000; AID 1460; further: on the % scale 0 is the no-effect control and ±100 the full control effect; nearly all actives have a fitted effect of over 55% in size
Target sequence (P10636 561-689 P618L limits assumed): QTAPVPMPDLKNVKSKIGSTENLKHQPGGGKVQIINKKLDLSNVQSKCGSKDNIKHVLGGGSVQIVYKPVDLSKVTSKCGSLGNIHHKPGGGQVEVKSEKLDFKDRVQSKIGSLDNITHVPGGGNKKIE
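Aggregation was driven by heparin (20 uM final) acting on recombinant tau […] bearing P301L in 100 mM sodium acetate pH 7; fibrils were detected with Thioflavin T.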
Tau fluor cs: counter-screen for tau fibril formation inhibitors | tau K18 P301L Alexa594 fluorescence, heparin fibrillization | Potency, µM (doses to about 57.7 µM), for inactives: top-dose activity change, negative = decrease | hit rate 0.93% among 280,000; further: on the % scale 0 is the no-effect control and ±100 the full control effect; nearly all actives have a fitted effect of over 55% in size
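Human tau K18 P301L (15 uM unlabeled, 0.24 uM Alexa 594-labeled) in 100 mM sodium acetate pH 7 with 20 uM heparin, 6 hr at 37 C. ThT 30 uM added, 1 hr ambient; Alexa 594 FP and total fluorescence read at 555/632 nm.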
aGal spleen mod: inhibitors or activators of human alpha-galactosidase in spleen homogenate | hit rate 0.008% among 240,000 | Potency, µM (highest dose often 80 µM), without a hit: top-dose activity change, negative = inhibition, most hits filed as inhibitors | P06280 | AID 2107 | human spleen homogenate, 4MU-alpha-Gal fluorescence, 40 min;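 further: 0% = enzyme with vehicle and -100% = no enzyme basal signal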
Target sequence (P06280 32-429 limits assumed): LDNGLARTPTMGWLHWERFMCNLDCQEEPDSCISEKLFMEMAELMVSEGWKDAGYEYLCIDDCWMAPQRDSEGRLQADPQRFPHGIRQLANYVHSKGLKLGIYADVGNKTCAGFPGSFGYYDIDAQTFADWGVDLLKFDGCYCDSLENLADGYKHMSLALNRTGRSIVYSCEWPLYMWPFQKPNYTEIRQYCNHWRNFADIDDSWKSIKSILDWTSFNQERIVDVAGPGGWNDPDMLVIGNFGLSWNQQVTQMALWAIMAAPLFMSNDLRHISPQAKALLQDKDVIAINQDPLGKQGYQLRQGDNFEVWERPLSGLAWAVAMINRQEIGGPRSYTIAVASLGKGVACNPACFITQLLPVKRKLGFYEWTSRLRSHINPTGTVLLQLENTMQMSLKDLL
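qHTS titration in buffer at pH 5.0. Alpha-galactosidase activity in spleen homogenate was measured via 4-methylumbelliferone release from 1 mM fluorogenic substrate after 40 min at 37C and a pH 10 stop. AC50 came from Hill fits of control-normalized data.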
GAA spleen mod: inhibitors or activators of human alpha-glucosidase in spleen homogenate; P10253; human spleen homogenate, 4-MU-alpha-glucoside fluorescence; Potency, µM (top dose mostly 79.9 µM), for inactives: at the top dose activity change, negative = inhibition, hits mostly inhibitors; AID 2112; hit rate 0.006% among 240,000;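 further: 0% = enzyme with vehicle and -100% = no enzyme basal signal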
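Compounds were titrated against alpha-glucosidase in spleen homogenate at pH 5.0, with 1 mM 4-methylumbelliferyl substrate for 40 min at 37 C. Reactions were quenched with pH 10 NaOH/glycine and fluorescence measured.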
Tau fibril FP: blocks human tau fibril formation measured by polarization; P10636; K18 P301L tau heparin fibrillization, Alexa594 FP, 6 h; Potency, µM (highest dose often 57.7 µM), for the others: top-dose activity, negative = inhibition, usual class: inhibitors; hit rate 0.39% among 280,000; AID 1468; further: on the % scale 0 is the no-effect control and ±100 the full control effect; nearly all actives have a fitted effect of over 55% in size
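K18 P301L tau (15 uM unlabeled/0.24 uM Alexa 594-labeled, final) + compound + heparin 20 uM final; 100 mM NaOAc pH 7; 6 hr 37 C; ThT 30 uM final added, 1 hr RT; FP ex 555/em 632 nm.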
HTT cytoprotect: protects HTT-Q103 PC12 cells, measured by ATP; hit rate 0.14% among 230,000; PC12 HTT-Q103 induced, cytoprotection, ATP luminescence, 40 h; Potency, µM (doses to about 56.4 µM), inactives show cytoprotection (ATP increase), actives largely listed as activators;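 further: % of control where 0% means no effect; nearly all actives have a fitted effect of over 45% in size; toxic huntingtin expression switched on by the ecdysone agonist tebufenozide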
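Rat PC12, Q103 Htt exon1-GFP fusion, ecdysone promoter; tebufenozide inducer 100 nM final; compound titration; qHTS, 1500 cells/well; ATPlite luminescent read.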
Active calls of the source: *; ? = inconclusive; . = no result given; [ ] = another dose, or the depositor's remark. The call rests on the fitted dose curve; in most records, active means well fitted curve in the direction sought with a large enough effect; inconclusive means small, poorly fitted or top-dose-only effect, or another doubt; inactive means no such curve, though single readings can be large; an effect the other way counts as inactive or inconclusive. Potency means the concentration at half of the fitted maximal effect. Rows are unselected. About 3.3% of those tested had a hit in this group.

SMILES,GAA glycogen,GAA inhib,Tau ThT inhib,Tau fluor cs,aGal spleen mod,GAA spleen mod,Tau fibril FP,HTT cytoprotect
CC(=O)OC[C@@H]1O[C@@H](O/N=C2/C[C@@H](O)[C@@H](O)[C@@H]3[C@@H]4C(=O)N(C(C)(C)C)C(=O)[C@H]4CC[C@H]23)[C@H](OC(C)=O)[C@H](OC(C)=O)[C@@H]1OC(C)=O,.,.,?,?,-8%[17.5 µM],-2%[17.4 µM],?,?
CCC(Sc1nc2ccccc2s1)C(=O)Nc1nnc(C)s1 (configuration not stated),-1%,1%,-11%,-15%,-10%,-10%,5%,0%
COc1ccc(C2=[N+]([O-])C(C)(C)N(O)C2C)cc1 (configuration not stated),?,-3%,-3%,2%,-1%,6%,5%,4%[10 µM]
COc1cccc(NC(=S)N2CCN(C/C=C/c3ccccc3)CC2)c1,-6%,-9%,-8%,-17%,6%,-2%,0%,-21%
Cc1ccc(NC(=O)NC2C(NC(=O)Nc3ccc(C)cc3)N(C)C(=O)N2C)cc1 (configuration not stated),1%,0%,2%,-16%,0%,0%,-15%,-7%
c1ccc(-n2cnnc2SCc2cn3ccccc3n2)cc1,2%,4%,-1%,2%,2%,-13%,2%,-2%
CCCNC(=S)NCCN1CCCCC1,6%,1%,1%,-2%,0%,-1%,0%,-1%[1.9 µM]
CCCCCCN1C2=NCCCN2c2ccccc21,-3%,0%[15.4 µM],-5%,-5%,-2%,-11%,4%,13%[10 µM]

Further compounds follow.
SMILES,GAA glycogen,GAA inhib,Tau ThT inhib,Tau fluor cs,aGal spleen mod,GAA spleen mod,Tau fibril FP,HTT cytoprotect
COc1ccccc1NC(=O)N1CCCC1C(=O)Nc1ccc2c(c1)OCO2 (configuration not stated),-4%,0%,-8%,-8%,-12%,-8%,-10%,-14%[10 µM]
CCOC(=O)CSc1nnc(CNC(=O)c2cccs2)n1-c1cc(C)ccc1C,-13%,3%,-10%,-13%,-1%,-5%,-3%,-26%
CC(=O)OC1C([N+]2(C)CCCCC2)C[C@H]2C3CC[C@H]4C[C@H](OC(C)=O)C([N+]5(C)CCCCC5)CC4(C)C3CCC12C (some centres not stated),.,.,3%,7%,2%,15%,7%,-36%
NC(=S)N/N=C/c1cn(-c2ccccc2)nc1-c1cccnc1,-1%,-4%,-12%,-18%,-1%,0%,-14%,6%[10 µM]
COC(=O)N/N=C1/C/C(=N\NC(=O)OC)c2ccccc21,-14%,-2%,-11%,1%,-2%,4%,6%,.
O=C(O)c1sc2cc(C(F)(F)F)cnc2c1-c1cccs1,3%,1%,-2%,-3%,-3%,.,4%,-50%[inhibitor]
COc1cc(/C=C/c2nc(C#N)c(N3CCN(C)CC3)o2)cc(OC)c1OC,16%[76.3 µM],.,2%,-15%,.,.,-1%,.
CCOC(=O)C1CCN(C(C(=O)NC2CCCCC2)c2ccc(OC)cc2)CC1 (configuration not stated),8%,-11%,-13%,-6%,10%,3%,-5%,-2%

The list goes on.
SMILES,GAA glycogen,GAA inhib,Tau ThT inhib,Tau fluor cs,aGal spleen mod,GAA spleen mod,Tau fibril FP,HTT cytoprotect
COc1ccc(CS(=O)/C(Cl)=C(/Cl)C(=O)Nc2ccc(OC)nc2)cc1 (configuration not stated),0%,4%,?,-14%,2%,-7%,?,-180%[inhibitor]
Oc1ccccc1N=Cc1sc2ccccc2c1Cl,?,?,?,-22%,-10%,-5%,-8%,-9%[10 µM]
Nc1nccc(-c2ccc(-n3cccc3)cc2)n1,0%,-8%,-1%,-3%,-9%,.,-2%,-47%[inhibitor]
CS/C(N)=N/N=C/c1cc(Br)cc(Br)c1O,-3%,.,?,?,2%,-26%,?,-5%[10 µM]
CCn1c(C)nc2cc(C(=O)NNS(=O)(=O)c3ccccc3F)ccc21,?,-6%,-12%,0%,-1%,-4%,-7%,-13%
Cc1ccc(S(=O)(=O)NCCc2ccncc2)cc1,0%,3%,-10%,-2%,4%,-2%,-3%,-13%
COc1cccc(-c2nc3c(c(SCC(=O)Nc4cccc(C)c4C)n2)Cc2c(CO)cnc(C)c2O3)c1,-1%[76.3 µM],.,-3%,-1%,.,.,6%,.
CCOC(=O)c1c(N2C(=O)C=CC2=O)sc(C)c1C,4%,-13%,?,-10%,-2%,-24%,?,-6%[10 µM]

Ordered by the number under GAA spleen mod (low to high): some entries from above
mol,GAA spleen mod
CCOC(=O)c1c(N2C(=O)C=CC2=O)sc(C)c1C,-24%
Oc1ccccc1N=Cc1sc2ccccc2c1Cl,-5%
CCn1c(C)nc2cc(C(=O)NNS(=O)(=O)c3ccccc3F)ccc21,-4%

Further structures follow:
SMILES,GAA glycogen,GAA inhib,Tau ThT inhib,Tau fluor cs,aGal spleen mod,GAA spleen mod,Tau fibril FP,HTT cytoprotect
COC(=O)c1c(C)sc(-c2c(-c3ccc(OC)c(F)c3)[nH]c3c2c(=O)n(C)c(=O)n3C)c1O,14%[76.3 µM],.,-8%,-5%,.,.,7%,.
Cc1sc2ncn(CC(=O)NCCCC(=O)N3CCN(c4ccccn4)CC3)c(=O)c2c1C,0%,6%,3%,4%,6%,-3%,2%,-9%
COCC1CCCCN1Cc1cn(-c2ccccc2)nc1-c1ccc2c(c1)OCO2 (configuration not stated),-10%,-4%,-6%,-4%,7%,1%,-2%,28%[10 µM]
CCOC(=O)c1c(NC(C)=O)sc2c(OC)c(Br)ccc12,-1%,-2%,-12%,-8%,4%,4%,-1%,-24%
COc1ccc(C(C(=O)NC2CCCC2)N(C(=O)c2ccoc2C)c2ccc(C)cc2)cc1 (configuration not stated),-9%,1%,?,-18%,-5%,-8%,-9%,-5%[10 µM]
CN(C1CCCCC1)S(=O)(=O)c1ccc(S(=O)(=O)N2CCN(CCC#N)CC2)cc1,3%,-5%,-5%,-9%,0%,-5%,10%,-3%[10 µM]
COc1ccc(OCC(=O)Nc2ccc3c(c2)nc(CN2CCN(C(C)=O)CC2)n3C)cc1,-3%,.,?,3%,-8%,-2%,5%,1%[10 µM]
CC(C)(C)c1ccc(C(CC(=O)O)NC(=O)CCCc2ccccc2)cc1 (configuration not stated),8%,0%,-10%,-3%,-4%,-3%,8%,3%

(further entries)
SMILES,GAA glycogen,GAA inhib,Tau ThT inhib,Tau fluor cs,aGal spleen mod,GAA spleen mod,Tau fibril FP,HTT cytoprotect
Cc1ccc(S(=O)(=O)NNC(=O)Nc2ccc(Cl)cc2)cc1,9%,-5%,9%,8%,-2%,3%,0%,28%[10 µM]
Cc1ccc2nc(-c3cccnc3)c(Nc3ccc(C(C)C)cc3)n2c1,-9%[76.3 µM],.,-8%,-12%,.,.,1%,.
COc1ccccc1N1CCN(C(=O)CSc2nnc(NC(=O)C(C)C)s2)CC1,13%,-6%,-13%,-19%,-3%,-1%,0%,-5%[10 µM]
Cc1noc(C)c1COC(=O)c1cnc(Cl)c(Cl)c1,.,-1%,-6%,-9%,12%,0%,1%,-6%
Cc1c(C(=O)OC2CCCCC2)[nH]c2c1C(=O)CC(c1ccc(F)cc1)C2 (configuration not stated),10%[76.3 µM],.,0%,3%,.,.,2%,.
CC(C)c1nc2n[nH]c(N)c2c2c1CCCC2,?,-3%,-6%,-2%,4%,-4%,15%,-2%
CCC(C)(C)NC(=O)C(c1ccco1)N(C(=O)CNC(=O)c1cccs1)c1cccnc1 (configuration not stated),2%,-14%,-4%,-1%,-2%,-2%,-2%,3%[10 µM]
CSC1=NSC2=NC(=O)/C(=C/c3coc4ccccc4c3=O)C(=N)N12,-2%,1%,18µM*,?,8%,1%,?,.

Further compounds
SMILES,GAA glycogen,GAA inhib,Tau ThT inhib,Tau fluor cs,aGal spleen mod,GAA spleen mod,Tau fibril FP,HTT cytoprotect
CC1(C)CC(=O)c2c(O)cc(OCc3ccc([N+](=O)[O-])cc3)cc2O1,7%,-6%,2%,-21%,-1%,7%,-2%,1%
CC(Sc1nnnn1C)C(=O)Nc1ccccc1 (configuration not stated),4%,9%,9%,10%,-12%,-6%,-7%,?
COc1cc(C(=O)Nc2c(-c3ccccn3)c(=O)c3ccccc3n2C)cc(OC)c1OC,-4%,-2%,-4%,-2%,-5%,-3%,-3%,5%
CCCN(CCO)Cc1ccc(Cl)c(Cl)c1,1%,-2%,-3%,1%,-2%,-7%,-1%,6%[0.074 µM]
CCOc1ccc(NC(=O)N2CCN(S(C)(=O)=O)CC2)cc1,5%,4%,-12%,-10%,5%,-1%,5%,24%[10 µM]
Cc1ccc(OCCN2C(=O)CSC2=O)cc1,9%,1%,-13%,-5%,-3%,-6%,0%,15%
CCOC(=O)c1ccccc1NC(=O)CC1Nc2ccccc2NC1=O (configuration not stated),-9%,-11%,?,-19%,3%,5%,4%,-9%
O=S(=O)(Nc1ccc(S(=O)(=O)N2CCCCCC2)cc1)c1cccs1,0%,-11%,0%,0%,4%,1%,8%,10%
CCN1CCc2nc(N)sc2C1,2%,7%,-12%,-2%,-7%,-4%,-6%,-16%

An excerpt from above in order of length of the SMILES, high to low:
SMILES,GAA glycogen,GAA inhib,Tau ThT inhib,Tau fluor cs,aGal spleen mod,GAA spleen mod,Tau fibril FP,HTT cytoprotect
CCC(C)(C)NC(=O)C(c1ccco1)N(C(=O)CNC(=O)c1cccs1)c1cccnc1 (configuration not stated),2%,-14%,-4%,-1%,-2%,-2%,-2%,3%[10 µM]
COc1cc(C(=O)Nc2c(-c3ccccn3)c(=O)c3ccccc3n2C)cc(OC)c1OC,-4%,-2%,-4%,-2%,-5%,-3%,-3%,5%
CC1(C)CC(=O)c2c(O)cc(OCc3ccc([N+](=O)[O-])cc3)cc2O1,7%,-6%,2%,-21%,-1%,7%,-2%,1%
O=S(=O)(Nc1ccc(S(=O)(=O)N2CCCCCC2)cc1)c1cccs1,0%,-11%,0%,0%,4%,1%,8%,10%
CCOC(=O)c1ccccc1NC(=O)CC1Nc2ccccc2NC1=O (configuration not stated),-9%,-11%,?,-19%,3%,5%,4%,-9%
CC(C)c1nc2n[nH]c(N)c2c2c1CCCC2,?,-3%,-6%,-2%,4%,-4%,15%,-2%
CC(Sc1nnnn1C)C(=O)Nc1ccccc1 (configuration not stated),4%,9%,9%,10%,-12%,-6%,-7%,?
CCCN(CCO)Cc1ccc(Cl)c(Cl)c1,1%,-2%,-3%,1%,-2%,-7%,-1%,6%[0.074 µM]
CCN1CCc2nc(N)sc2C1,2%,7%,-12%,-2%,-7%,-4%,-6%,-16%
